Screens (PubChem BioAssay)
p53 reactivator = qHTS assay for re-activators of p53 using a Luc reporter | H1299 p53-A138V BP100-luciferase reporter, luminescence, 24 h | hit rate 0.063% among 320,000 | Potency, µM (series often up to 92.2 µM), inactives show top-dose activity change, positive = activation, usual class: activators; further: potency means the concentration at half of the fitted maximal effect; % of control where 0% means no effect; nearly all actives have a fitted effect of over 45% in size
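p53-null H1299 cells stably carrying temperature-sensitive p53-A138V and a BP100-luciferase reporter were pinned with compounds (4-point, 1:5 series) and held 24 hrs at 37 deg C. Luminescence was read 10 min after detection reagent.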
PKM2 act = qHTS Assay for Activators of Human Muscle isoform 2 Pyruvate Kinase. Pyruvate kinase PKM (Homo sapiens), P14618. purified PKM2, Kinase-Glo ATP luminescence, activation; response scale: 0% is enzyme alone, no compound. Potency, µM (titrated, usually from 57.5 µM), without a hit: at the highest dose activation, usual class: activators. hit rate 0.34% among 260,000. AID 1631, 2009; further: potency means the concentration at half of the fitted maximal effect; on the % scale 0 is the no-effect control and ±100 the full control effect; nearly all actives have a fitted effect of over 55% in size
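ATP formation by purified human PK-M2, quantified via coupled luciferase luminescence after 1 h at room temperature with 0.1 mM ADP and 0.5 mM PEP final.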
RORgamma inh = qHTS for inhibitors of ROR gamma transcriptional activity; hit rate 5.4% among 310,000; Drosophila S2 Gal4-RORgamma UAS-luciferase reporter, 20 h; AID 2551, 2010; Potency, µM (series often up to 53.6 µM), inactives show top-dose activity change, negative = inhibition, most hits filed as inhibitors; further: potency means the concentration at half of the fitted maximal effect; on the % scale 0 is the no-effect control and ±100 the full control effect; nearly all actives have a fitted effect of over 60% in size
Target sequence (P51450 whole entry, looked up, the tested form may be a part): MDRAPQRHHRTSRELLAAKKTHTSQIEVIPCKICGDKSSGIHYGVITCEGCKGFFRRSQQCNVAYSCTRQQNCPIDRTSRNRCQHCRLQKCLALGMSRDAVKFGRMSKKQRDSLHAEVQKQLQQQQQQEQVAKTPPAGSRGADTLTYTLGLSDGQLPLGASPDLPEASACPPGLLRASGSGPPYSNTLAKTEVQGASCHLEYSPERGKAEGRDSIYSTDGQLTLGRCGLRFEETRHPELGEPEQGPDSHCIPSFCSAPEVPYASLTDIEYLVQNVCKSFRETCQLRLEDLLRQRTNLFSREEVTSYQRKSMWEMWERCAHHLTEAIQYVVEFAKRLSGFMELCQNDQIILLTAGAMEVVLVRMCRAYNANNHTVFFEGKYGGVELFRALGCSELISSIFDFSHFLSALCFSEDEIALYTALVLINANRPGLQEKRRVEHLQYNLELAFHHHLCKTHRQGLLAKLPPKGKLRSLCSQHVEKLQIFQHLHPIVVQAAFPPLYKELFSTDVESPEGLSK
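Stably transfected Drosophila Schneider cells are the test system, with ROR gamma fused to Gal4 and luciferase under UAS control; luminescence is read after 20 hr of 700 uM copper sulfate induction at ambient temperature.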
NPC1 promoter act = qHTS Assay for NPC1 Promoter Activators. Huh7 NPC1 promoter luciferase reporter, 24 h. Potency, µM (titrated, usually from 9.22 µM), for inactives: top-dose activation, usual class: activators. hit rate 2.4% among 320,000;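 further: potency means the concentration at half of the fitted maximal effect; % of control where 0% means no effect; nearly all actives have a fitted effect of over 60% in size; reporter is driven by a mutant NPC1 promoter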
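Luciferase expression driven by the NPC1 promoter was measured in stably transfected Huh7 cells after a 24 h compound incubation, using a luciferase reagent and a luminescence read.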
ELG1 genotoxic = qHTS screen for small molecules that induce genotoxicity in human embryonic kidney (HEK293T) cells expressing luciferase-tagged ELG1; AID 504466, 2011; HEK293T ELG1-luciferase reporter, luminescence, 16 h; hit rate 1.3% among 330,000; Potency, µM (highest dose often 46 µM), inactives show at the top dose activity change, positive = activation, hits mostly activators; further: potency means the concentration at half of the fitted maximal effect; % of control where 0% means no effect; nearly all actives have a fitted effect of over 60% in size
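Genotoxic stress is detected as increased luminescence from luciferase-tagged ELG1 in HEK293T cells, measured with ONE-Glo after a 16 hr treatment at 37 °C.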
BRCA1 expr up = qHTS Assay to Identify Small Molecule Activators of BRCA1 Expression; Potency, µM (series often up to 46.1 µM), for inactives: at the top dose activation, usual class: activators; hit rate 1.1% among 380,000; MCF7-BRCA1-FFLuc reporter, luminescence, 48 h; response scale: scaled: vehicle 0%, 10 µM genistein 100%; further: potency means the concentration at half of the fitted maximal effect; nearly all actives have a fitted effect of over 80% in size; some results filed as inactive show a strong effect at the top dose
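Cells: MCF7-BRCA1-FFLuc, 2000/well. Exposure: 48 h, 37 °C, 5% CO2. Read: luminescence, 15 min post-substrate. Controls: genistein 10 microM (maximal activation), DMSO (neutral).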
Rab9 prom act = qHTS Assay for Rab9 Promoter Activators | Potency, µM (titrated, usually from 9.22 µM), for inactives: top-dose activation, negative = inhibition, hits mostly activators | hit rate 2.8% among 320,000 | AID 485297, 2010 | Huh7 Rab9 promoter-luciferase reporter, luminescence, 24 h; further: potency means the concentration at half of the fitted maximal effect; % of control where 0% means no effect; nearly all actives have a fitted effect of over 60% in size
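Quantitative HTS format; Huh7 Rab9-luciferase reporter cells (1500/well) receive compound 2 h post-plating, incubate 24 h at 37 °C, then get luciferase reagent for 10 min before luminescence reading.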
Gal4-VP16 FLuc = VP16 counterscreen qHTS for inhibitors of ROR gamma transcriptional activity; Potency, µM (top dose mostly 53.6 µM), without a hit: at the highest dose activity, negative = inhibition, usual class: inhibitors; AID 2546, 2010; hit rate 3.5% among 310,000; Drosophila S2 Gal4-VP16 UAS-luciferase, luminescence, 20 h;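 further: Gal4-VP16 expression switched on by copper sulfate through the metallothionein promoter; potency means the concentration at half of the fitted maximal effect; on the % scale 0 is the no-effect control and ±100 the full control effect; nearly all actives have a fitted effect of over 50% in size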
FLuc counter = qHTS profiling assay for firefly luciferase inhibitor/activator using purifed enzyme and Km concentrations of substrates (counterscreen for miR-21 project); Luciferin 4-monooxygenase (Photinus pyralis), P08659; purified FLuc, Km substrates, luminescence inhibition; Potency, µM (top dose mostly 57.5 µM), for the others: at the highest dose activity change, negative = inhibition, usual class: inhibitors; hit rate 6.9% among 360,000;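 further: potency means the concentration at half of the fitted maximal effect; plate controls were vehicle for no effect and reference inhibitor for full effect; nearly all actives have a fitted effect of over 55% in size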
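Purified P. pyralis luciferase (10nM final) with 10uM D-luciferin and 10uM ATP (Km levels) in 50mM Tris acetate pH 7.5, 10mM Mg acetate, 0.01% Tween-20, 0.05% BSA; qHTS 6-point titration, ~60 µM downward; luminescence read.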
Giardia killer = Small Molecules that selectively kill Giardia lamblia: qHTS | Giardia lamblia trophozoite viability | activity change, % at 7.66 µM, hits read low | hit rate 0.15% among 340,000 | AID 540267, 2011; in the data active means activity change below about -80%; inconclusive means between about -30% and that limit;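 further: parasites exposed to compound for two days anaerobically before the ATP read; on the % scale 0 is the no-effect control and ±100 the full control effect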
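ATP-content bioluminescence gauges trophozoite survival. Cells (100/well) receive compound and incubate anaerobically for 48 hrs at 37 deg C; detection reagent follows for 15-30 min at room temperature.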
Menin-MLL TR inh = qHTS Assay for Inhibitors Targeting the Menin-MLL Interaction in MLL Related Leukemias: Competition With Texas Red Labeled MLL-derived Mutant Peptide; Menin + Texas Red MLL mutant peptide, fluorescence polarization; Potency, µM (highest dose often 61.6 µM), for the others: top-dose FP activity change, negative = inhibition, usual class: inhibitors; hit rate 0.23% among 270,000; active means well fitted inhibition curve with a large enough effect in the polarisation, with a control signal flat, not every such curve was filed as active; inconclusive means small, poorly fitted or top-dose-only effect, or effect the other way, or a change in a side signal; inactive means no such curve, though single readings can be large or run the other way; the % refers to the polarisation; further: potency means the concentration at half of the fitted maximal effect; % of control where 0% means no effect; many of its hits are not listed in these tables
Target sequence (O00255 whole entry, looked up): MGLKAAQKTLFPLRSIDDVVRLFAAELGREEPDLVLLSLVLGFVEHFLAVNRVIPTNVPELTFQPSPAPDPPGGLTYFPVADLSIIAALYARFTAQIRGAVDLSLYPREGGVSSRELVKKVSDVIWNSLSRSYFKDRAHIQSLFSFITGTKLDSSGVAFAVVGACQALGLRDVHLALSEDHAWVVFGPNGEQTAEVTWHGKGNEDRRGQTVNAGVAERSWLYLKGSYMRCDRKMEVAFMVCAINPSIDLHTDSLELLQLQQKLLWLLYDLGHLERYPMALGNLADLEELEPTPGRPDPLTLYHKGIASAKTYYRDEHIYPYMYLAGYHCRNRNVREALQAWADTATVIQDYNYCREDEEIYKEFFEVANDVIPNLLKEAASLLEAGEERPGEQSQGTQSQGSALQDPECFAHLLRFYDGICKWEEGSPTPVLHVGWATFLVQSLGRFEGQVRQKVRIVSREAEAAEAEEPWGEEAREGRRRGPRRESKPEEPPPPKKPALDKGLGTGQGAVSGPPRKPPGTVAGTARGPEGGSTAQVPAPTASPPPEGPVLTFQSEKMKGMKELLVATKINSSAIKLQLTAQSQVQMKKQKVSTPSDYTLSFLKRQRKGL
* hit, by the source's call; & = joins results of further samples; [ ] = another dose, or the depositor's remark. Unless noted, the call rests on the fitted dose curve; in most records, active means well fitted curve in the direction sought with a large enough effect; inconclusive means small, poorly fitted or top-dose-only effect, or another doubt; inactive means no such curve, though single readings can be large; an effect the other way counts as inactive or inconclusive. Only part of the results is shown, so the mix of outcomes need not match the whole.

`COc1ccc(Cl)cc1NC(=O)CN(C)C(=O)c1cn(-c2ccccc2)nc1-c1cccnc1` gave p53 reactivator -17%, NPC1 promoter act -2%, ELG1 genotoxic -24%, BRCA1 expr up -52%, Rab9 prom act -6%, FLuc counter -3% and Giardia killer 11.
COC(=O)[C@@H]1C[C@@H]2CC[C@@H](O)C[C@@H]2N1Cc1ccc(Cl)cc1 was read as p53 reactivator -7%, PKM2 act 0%&1%, RORgamma inh 3%&1%, NPC1 promoter act 0%, ELG1 genotoxic 1%, BRCA1 expr up 3%, Rab9 prom act -4%, Gal4-VP16 FLuc 7%&-4%, FLuc counter 3%, Giardia killer 10 and Menin-MLL TR inh -16%.
For Cc1ccc(NC(=O)/C(=C\c2ccc([N+](=O)[O-])cc2)NC(=O)c2ccccc2)cc1 the results were p53 reactivator -1%, PKM2 act 0%, RORgamma inh 32%, NPC1 promoter act 0%, ELG1 genotoxic -1%, BRCA1 expr up 5%, Rab9 prom act -7%, Gal4-VP16 FLuc -15%, FLuc counter 0% and Giardia killer -1.
`CCn1ccnc1CN(C)Cc1c(C(=O)N2CCCCCCC2)nc2ccc(Cl)cn12` gave p53 reactivator -9%, PKM2 act 0%, RORgamma inh inconclusive, NPC1 promoter act -3%, ELG1 genotoxic 4%, BRCA1 expr up -1%, Rab9 prom act 2%, Gal4-VP16 FLuc -3%, FLuc counter 1% and Giardia killer 1.
Screening CCCCN(CCCC)c1cn[nH]c(=O)c1Cl returned p53 reactivator -10%, PKM2 act 6%, RORgamma inh inconclusive, NPC1 promoter act -2%, ELG1 genotoxic -1%, BRCA1 expr up -27%, Rab9 prom act -5%, Gal4-VP16 FLuc -3%, FLuc counter 1%, Giardia killer 7 and Menin-MLL TR inh -18%.
`CCCCCC1CC(CC(C)C(=O)Nc2nncs2)C(=O)O1` (stereo not drawn) gave p53 reactivator 8%, PKM2 act 9%, RORgamma inh inconclusive, NPC1 promoter act -2%, ELG1 genotoxic -6%, BRCA1 expr up -13%, Rab9 prom act 1%, Gal4-VP16 FLuc 2%, FLuc counter 0%, Giardia killer -10 and Menin-MLL TR inh -8%.
`Cc1cc(C(=O)CCC(=O)N(C)CC(=O)Nc2c(Cl)cccc2Cl)c(C)s1` gave p53 reactivator 2%, NPC1 promoter act -1%, ELG1 genotoxic -2%, BRCA1 expr up -18%, Rab9 prom act -2%, FLuc counter 4% and Giardia killer 12.
O=C(CSc1nnc(-c2ccco2)c(-c2ccco2)n1)Nc1ccccc1 was read as p53 reactivator 5%, PKM2 act inconclusive, RORgamma inh 15%, NPC1 promoter act 9%, ELG1 genotoxic -4%, BRCA1 expr up -20%, Rab9 prom act 7%, Gal4-VP16 FLuc 5%, FLuc counter inconclusive, Giardia killer -6 and Menin-MLL TR inh inconclusive.
For CCOC(=O)c1c(C)[nH]c(C(=O)O)c1C the results were p53 reactivator -1%, PKM2 act 1%, RORgamma inh 1%, NPC1 promoter act 1%, ELG1 genotoxic 2%, BRCA1 expr up -7%, Rab9 prom act 2%, Gal4-VP16 FLuc -19%, FLuc counter 3%, Giardia killer 10 and Menin-MLL TR inh 1%.
Screening O=C(CC1CC2CCC1C2)NCc1cccs1 (stereo not drawn) returned p53 reactivator 5%, PKM2 act -4%, RORgamma inh 3%, NPC1 promoter act 5%, ELG1 genotoxic 15%, BRCA1 expr up 32%, Rab9 prom act 13%, Gal4-VP16 FLuc 17%, FLuc counter -12%, Giardia killer 6 and Menin-MLL TR inh -7%.
Screening Cc1nnc(NC(=O)CSc2n[nH]c(-c3ccccc3C)n2)s1 returned p53 reactivator 0%, PKM2 act 7%, RORgamma inh -40%, NPC1 promoter act 1%, ELG1 genotoxic 4%, BRCA1 expr up 30%, Rab9 prom act -12%, Gal4-VP16 FLuc -3%, FLuc counter -1%, Giardia killer inconclusive and Menin-MLL TR inh 10%.
COc1ccccc1Oc1coc2c(CN3CCOCC3)c(O)ccc2c1=O was read as p53 reactivator -5%, PKM2 act 2%, RORgamma inh -2%, NPC1 promoter act -5%, ELG1 genotoxic 1%, BRCA1 expr up 0%, Rab9 prom act -1%, Gal4-VP16 FLuc 13%, FLuc counter 4% and Giardia killer 4.
Cc1cc(C)c(NC(=O)CSc2nnc(CNC(=O)c3ccco3)o2)c(C)c1 was read as p53 reactivator 3%, RORgamma inh -16%, NPC1 promoter act -1%, ELG1 genotoxic 1%, BRCA1 expr up 0%, Rab9 prom act -1%, Gal4-VP16 FLuc -8%, FLuc counter 2% and Giardia killer -18.
COc1cccc(-c2ccc(NC(=O)C3CCCN(Cc4ccc(CO)o4)C3)cc2)c1 (stereo not drawn) was read as p53 reactivator -8%, PKM2 act -2%, RORgamma inh 7%, NPC1 promoter act 8%, ELG1 genotoxic -4%, BRCA1 expr up 78%, Rab9 prom act 14%, Gal4-VP16 FLuc 3%, FLuc counter -7% and Giardia killer 17.
`CCOn1c(=O)c(-c2ccc(Br)cc2)[n+]([O-])c2ccccc21` gave p53 reactivator 5%, RORgamma inh -14%, NPC1 promoter act 1%, ELG1 genotoxic -1%, BRCA1 expr up -17%, Rab9 prom act 0%, Gal4-VP16 FLuc 4%, FLuc counter 3%, Giardia killer -13 and Menin-MLL TR inh 13%.
Screening Cc1nc(-n2ncc(C#N)c2N)c2c3c(sc2n1)CCC3 returned p53 reactivator -1%, PKM2 act -4%, RORgamma inh -4%, NPC1 promoter act -2%, ELG1 genotoxic -1%, BRCA1 expr up 0%, Rab9 prom act 23%, Gal4-VP16 FLuc -1%, FLuc counter 0%, Giardia killer -15 and Menin-MLL TR inh 3%.
C(#CC1CCCCC1)c1ccc2c(c1)COc1c3ccccc3nn1-2 was read as p53 reactivator 20%, PKM2 act 0%, RORgamma inh 24%, NPC1 promoter act inconclusive, ELG1 genotoxic 19%, BRCA1 expr up -13%, Rab9 prom act inconclusive, Gal4-VP16 FLuc -9%, FLuc counter 4.8µM* and Giardia killer 28.
Screening CC(=O)Nc1cc(C)c(S(C)(=O)=O)c(C)c1 returned p53 reactivator 6%, PKM2 act 0%, RORgamma inh 2%, NPC1 promoter act -2%, ELG1 genotoxic -1%, BRCA1 expr up 0%, Rab9 prom act -1%, Gal4-VP16 FLuc 1%, FLuc counter 6%, Giardia killer -7 and Menin-MLL TR inh -7%.
`O=C(Nc1ccc(Cl)c(S(=O)(=O)N2CCOCC2)c1)c1ccccc1-c1ccc(C(F)(F)F)cc1` gave p53 reactivator 4%, PKM2 act 3%, RORgamma inh 35%, NPC1 promoter act -6%, ELG1 genotoxic -3%, BRCA1 expr up -58%, Rab9 prom act -2%, Gal4-VP16 FLuc -17%, FLuc counter -1%, Giardia killer 17 and Menin-MLL TR inh 7%.
`CCCn1nnnc1SCC(=O)Nc1cccc(NC(=O)c2ccco2)c1` gave p53 reactivator -9%, PKM2 act 6%, RORgamma inh -12%, NPC1 promoter act -2%, ELG1 genotoxic -1%, BRCA1 expr up 13%, Rab9 prom act 0%, Gal4-VP16 FLuc 12%, FLuc counter -16%, Giardia killer 21 and Menin-MLL TR inh inconclusive.
For Cc1cccc(N2C(=O)c3cccc4c(N)ccc(c34)C2=O)c1 the results were p53 reactivator -5%, PKM2 act 0%[11.5 µM], RORgamma inh 0%, NPC1 promoter act 0%, ELG1 genotoxic -2%, BRCA1 expr up -6%, Rab9 prom act 6%, Gal4-VP16 FLuc -19%, FLuc counter -16%, Giardia killer -2 and Menin-MLL TR inh 16%.
Cc1c(Nc2c3c(c(C#N)c4nc5ccccc5n24)CCC3)c(=O)n(-c2ccccc2)n1C was read as p53 reactivator -12%, PKM2 act 0%, RORgamma inh 11%, NPC1 promoter act -6%, ELG1 genotoxic 1%, Rab9 prom act 3%, Gal4-VP16 FLuc -5%, FLuc counter -1% and Menin-MLL TR inh -13%.
For CN(C)c1cccc(/C=C(\C#N)c2ccccc2)c1 the results were p53 reactivator inconclusive, PKM2 act 1%, RORgamma inh -33%, NPC1 promoter act inconclusive, ELG1 genotoxic 4.1µM*, BRCA1 expr up inconclusive, Rab9 prom act 0.5µM*, Gal4-VP16 FLuc -21%, FLuc counter 1.2µM*, Giardia killer -2 and Menin-MLL TR inh 28%.
Screening COc1ccc(OC)c(CNc2ccc(F)c(Cl)c2)c1 returned p53 reactivator -3%, PKM2 act -1%, RORgamma inh 21%, NPC1 promoter act -2%, ELG1 genotoxic 1%, BRCA1 expr up -5%, Rab9 prom act 5%, Gal4-VP16 FLuc 5%, FLuc counter 1%, Giardia killer 12 and Menin-MLL TR inh inconclusive.
O=c1ccn([C@@H]2O[C@H](CO)[C@@H](O)[C@H]2O)c(=O)[nH]1 was read as p53 reactivator 2%, PKM2 act -19%, RORgamma inh -2%&15%, NPC1 promoter act -1%, ELG1 genotoxic 1%, BRCA1 expr up -9%, Rab9 prom act -1%, Gal4-VP16 FLuc -20%&4%, FLuc counter 12%, Giardia killer -20 and Menin-MLL TR inh 1%.
